Source: PubChem (Sanford-Burnham Center for Chemical Genomics)
TIM10 inh – TIM10 yeast growth inhibition. S. cerevisiae TIM10 strain growth, BacTiter-Glo luminescence, 24 h. inhibition, % at 10 µM. hit rate 1.4% among 330,000;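 active means inhibition of 40% or more at the single tested concentration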;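 further: wild-type TIM10 isogenic control strain grown at permissive 25 °C; 0% = DMSO yeast wells and 100% = minimal medium wells without yeast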
tim23-1 inh – growth inhibitors of tim23-1 mutant yeast; S. cerevisiae tim23-1 growth, BacTiter-Glo luminescence, 24 h; hit rate 1.3% among 330,000; AID 463212; inhibition, % at 20 µM;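 active means growth inhibition of the mutant yeast at or above 50%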;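 further: temperature-sensitive mutant grown at 25 °C; plate controls were DMSO-treated mutant yeast for no effect and medium wells lacking yeast for full effect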
Mdm2 MdmX PPI – inhibitors of human Mdm2/MdmX interaction | hit rate 3% among 330,000 | O15151+Q00987 | AID 485346 | inhibition, % at 8 µM | SaOS-2 split-luciferase Mdm2/MdmX complementation, luminescence;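 active means inhibition of at least 50% at 8 µM in the primary screen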
Target sequence (O15151 whole entry, looked up): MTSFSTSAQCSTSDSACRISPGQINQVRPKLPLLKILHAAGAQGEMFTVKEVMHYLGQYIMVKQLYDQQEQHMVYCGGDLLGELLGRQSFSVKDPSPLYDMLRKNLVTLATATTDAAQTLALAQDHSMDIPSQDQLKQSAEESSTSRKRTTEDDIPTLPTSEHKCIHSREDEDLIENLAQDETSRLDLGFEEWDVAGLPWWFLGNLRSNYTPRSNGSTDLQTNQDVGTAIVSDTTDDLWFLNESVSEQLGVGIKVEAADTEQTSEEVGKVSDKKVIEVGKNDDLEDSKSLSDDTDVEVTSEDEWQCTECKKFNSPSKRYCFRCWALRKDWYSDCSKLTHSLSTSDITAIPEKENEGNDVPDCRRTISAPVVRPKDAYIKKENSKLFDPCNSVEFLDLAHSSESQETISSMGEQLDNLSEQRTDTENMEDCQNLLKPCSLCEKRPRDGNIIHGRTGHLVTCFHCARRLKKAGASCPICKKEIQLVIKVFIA
Target sequence (Q00987 whole entry, looked up): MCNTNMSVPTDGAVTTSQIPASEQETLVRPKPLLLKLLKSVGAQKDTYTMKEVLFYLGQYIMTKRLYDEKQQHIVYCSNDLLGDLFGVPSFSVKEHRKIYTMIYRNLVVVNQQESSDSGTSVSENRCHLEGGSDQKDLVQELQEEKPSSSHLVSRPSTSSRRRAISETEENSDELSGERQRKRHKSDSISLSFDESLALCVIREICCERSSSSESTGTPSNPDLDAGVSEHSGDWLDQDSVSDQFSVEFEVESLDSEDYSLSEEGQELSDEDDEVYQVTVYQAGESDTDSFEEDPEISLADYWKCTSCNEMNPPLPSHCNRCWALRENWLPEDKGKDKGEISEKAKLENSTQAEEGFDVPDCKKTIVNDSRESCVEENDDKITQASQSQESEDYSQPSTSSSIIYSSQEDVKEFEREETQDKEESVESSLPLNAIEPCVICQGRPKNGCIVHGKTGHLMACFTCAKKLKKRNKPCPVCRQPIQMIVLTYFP
CHOP UPR activ – apoptotic UPR (CHOP) activation | CHO-CHOP luciferase reporter, luminescence; percent of tunicamycin response over DMSO baseline | activation, % at 10 µM | hit rate 0.34% among 330,000 | AID 449763;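 active means at 10 µM dose, activation of 40% or more, normalized to positive control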;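 further: 100% = tunicamycin at 10 µg/mL and 0% = DMSO alone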
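System: CHO-CHOP luciferase reporter cell line; amount: 500 cells/well; buffer or medium: F12 medium containing 10% fetal bovine serum; incubation: 6 h compound exposure at 37 °C after overnight seeding; measured by: luciferase luminescence after 10 min with Steady-Glo reagent; evaluation: % reporter activation, DMSO baseline versus tunicamycin full activation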
UPR XBP1 act – activators of adaptive arm of unfolded protein response (XBP1); CHO-XBP1 luciferase reporter, IRE1-XBP1 UPR activation, luminescence; percent of tunicamycin response, DMSO as zero; activation, % at 20 µM; hit rate 0.33% among 330,000; AID 463104;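 active means versus positive control, 20 µM dose yields 30% or more activation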;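 further: 100% = tunicamycin at 10 µg/mL and 0% = DMSO only wells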
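Assay system: CHO-XBP1 luciferase reporter cells; Schedule: 6 h treatment, 37 °C; Detection: glow luminescence from Steady-Glo reagent; Benchmarks: high control tunicamycin 10 µg/mL final, low control DMSO vehicle only.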
APJ antag – blocks the human apelin receptor APJ; hit rate 0.32% among 330,000; CHO-K1 APJ beta-arrestin complementation, luminescence; inhibition, % at 20 µM;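 active means inhibition above about 40% at 20 µM, limit read from the data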;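 further: cells challenged with 10 nM apelin-13 agonist together with compound; plate controls were apelin-13 plus DMSO wells for no effect and DMSO wells lacking apelin-13 for full effect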
tim10-1 inh – growth inhibitors of tim10-1 mutant yeast; S. cerevisiae tim10-1 ts strain growth, BacTiter-Glo, 24 h; hit rate 2.2% among 330,000; inhibition, % at 20 µM;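 active means inhibition of at least 40%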;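 further: mutant grown at 25 °C; 0% = DMSO wells with yeast and 100% = wells holding no yeast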
APJ agonist – agonists of human APJ apelin receptor. CHO-K1 APJ PathHunter beta-arrestin, luminescence; 0% DMSO wells, 100% apelin. activation, % at 20 µM. hit rate 0.11% among 330,000;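 active means activation more than six SD over the plate average, tested at 20 µM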;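 further: 0% = DMSO alone and 100% = apelin-13 at 10 nM; some results filed as inactive read as strong as hits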
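Material: CHO-K1 APJ beta-arrestin complementation cell line; Input: cell density 1000 per well; Incubation: compound stimulation 90 min at 25 °C, detection 60 min; Signal: luminescence from split beta-galactosidase complementation, Galacton Star/Emerald II substrate; Controls: DMSO-only wells as negative, 10 nM Apelin-13 as positive control.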
CXCR6 block – blocks human CXCR6 beta-arrestin recruitment. O00574. hit rate 0.36% among 360,000. inhibition, % at 20 µM. AID 602244. CHO-K1 PathHunter CXCR6 beta-arrestin, luminescence; in the data active means inhibition above about 34%, passing the limit was not always enough;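 further: antagonist mode with CXCL16 agonist at 10 nM final; 0% = 10 nM CXCL16 with DMSO and 100% = unstimulated wells without agonist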
Numbers without * were called inactive.

smiles	APJ agonist	Mdm2 MdmX PPI	APJ antag	TIM10 inh	CXCR6 block	tim10-1 inh	tim23-1 inh	CHOP UPR activ	UPR XBP1 act
Cc1ccccc1-n1c(SCC(=O)N2CCOCC2)nc(O)c(Cc2ccccc2)c1=O	1	-16	-12	4	-3	4	10	1.7	-4
CCN(CC(=O)Nc1ccc2c(c1)OCCO2)C(=O)/C=C/c1cccc(C(F)(F)F)c1	-2	2	-8	0	2	8	32	0.0	1
CCOC(=O)c1c(C)[nH]sc1=S	0	17	-9	-7	9	14	9	1.5	1
COc1cccc(CNC(=O)CCn2c(=O)oc3ccccc32)c1	-3	14	2	-1	8	10	7	-1.7	-1
O=C(Nc1cccc(NC(=O)c2ccco2)c1)c1cccc(Br)c1	2	23	-1	7	-15	-10	58*	0.1	-3
COc1cc(/C=C(\C#N)C(=O)Nc2ccccc2)ccc1OCCN1CCOCC1	17	4	-59	8	1	4	22	1.4	-5
CC(NC(=O)C1CC1)C(c1cccs1)N1CCN(c2ccccc2)CC1 (configuration not stated)	0	28	1	3	-1	19	22	1.8	-4
CCCCNC(=O)CSc1nc2ccccc2n1S(=O)(=O)c1ccc(Br)cc1	-2	-1	2	2	3	-6	15	-1.8	-3
C=CC(COCc1ccccc1)N(C(=O)OC(C)(C)C)S(=O)(=O)c1ccccc1Br (configuration not stated)	-3	-26	24	-13	3	8	8	0.0	-2
CCOC(=O)[C@@H]1[C@H]2COc3cc(OC)ccc3[C@H]2N2C(=O)N(c3cccc(Cl)c3)C(=O)[C@]12C	0	1	6	1	-1	8	6	0.5	-2
COc1ccc(-c2nnc3sc(-c4cccs4)nn23)cc1OC	-6	1	-4	3	-2	16	-19	-1.2	7
O=C(CSc1nnc(Cc2ccsc2)o1)c1ccccc1	5	-29	4	-14	2	18	13	1.4	0
CCc1noc(C)c1C(=O)N1CCCC1	-1	-2	-6	1	-6	8	-4	0.3	0
COc1ccc(N2C(=O)CS(=O)C(c3ccccc3)C2=O)cc1 (configuration not stated)	3	-13	3	18	-2	31	19	12	8
Cc1[nH]c2ccccc2c1C(=O)C(=O)NCCCn1ccnc1	1	2	-28	-14	2	11	9	0.8	-2
CCCCOC(=O)CCn1[nH]c(=O)c2ccccc2c1=O	-3	26	13	6	0	11	13	1.6	1
CC(=O)c1ccc(C(=O)N2CCC(CO)(Cc3cccc(C(F)(F)F)c3)CC2)cc1	-3	18	11	23	1	24	31	-1.3	1
Cc1ccc(-n2c(Cc3cccc4ccccc34)n[nH]c2=S)c(C)c1	-3	-3	-9	26	-14	19	3	-1.7	2
O=C(COC(=O)COc1ccc(Cl)cc1)NC1CCCC1	-4	-30	6	3	1	-4	10	0.1	-2
O=C(/C=C/c1cc(Br)ccc1F)OCC(=O)N1CCCC1	-1	-12	2	13	3	21	36	3.0	0
CCOc1ccc(CN2CCC(C(=O)N3CCN(c4ccccc4F)CC3)CC2)cc1OC	-4	14	2	8	8	4	8	-0.1	-2
Cc1ccc(C(=O)CCC(=O)NN2C(=O)NC3(CCCCC3)C2=O)cc1	-3	9	9	2	0	3	-4	-0.4	-3
CCOC(=O)c1c(C#N)cnn1-c1ccc(C)cc1	-6	6	-12	-7	-3	-10	-4	1.1	3
Cc1ccccc1OCCCC(=O)Nc1ccc2c(c1)OCO2	-5	17	-1	4	2	-1	7	-0.5	-2
Cc1cc(C)cc(NC(=O)NNC(=O)c2cc3occc3[nH]2)c1	1	-9	-8	2	2	5	-6	1.7	-6
CCOc1cc(CNCC(O)c2ccccc2)cc(Cl)c1OC (configuration not stated)	1	25	-7	2	-3	16	9	0.0	0
COc1ccccc1C1CC(c2cccc(NS(C)(=O)=O)c2)=NN1S(=O)(=O)c1ccccc1 (configuration not stated)	2	-7	12	14	7	16	26	2.1	1
COc1ccc(-c2cnc(N)nc2-c2ccc(OC)cc2)cc1	-4	35	6	12	4	6	27	0.6	-1
COc1ccc(CCNC(=O)c2nnc(Cc3c(F)cccc3Cl)o2)cc1OC	-4	-14	3	0	0	3	14	-0.5	-1
Nc1nc(SCC(=O)N2CCN(c3ccc(F)cc3)CC2)n[nH]1	-3	-16	16	3	-1	-4	-1	-0.9	-3
O=C(c1cc2ccccc2oc1=O)N(c1ccc(Cl)cc1)C1C=CS(=O)(=O)C1 (configuration not stated)	-2	6	-13	-8	5	12	15	-3.0	-5
CCCCC1CCC(C(=O)N2CCOCC2)CC1 (configuration not stated)	-1	2	15	25	0	14	9	-0.9	2
COCCNC(=O)c1ccccc1NC(=O)c1ccc(OC)c(OC)c1	-2	31	1	9	0	8	7	-2.1	1
Cc1cccc(NC(=S)N2CCN(Cc3ccccc3)CC2)c1C	1	-17	-8	2	-5	5	28	-2.0	-1
COc1ccc(OCC(O)CNC(=O)c2ccc(C)cc2)cc1 (configuration not stated)	-5	8	2	1	-8	-33	-3	1.9	2
O=C(c1ccc([N+](=O)[O-])cc1)N(c1ccccn1)c1ccccn1	0	39	4	10	-8	15	4	-1.1	-1
COc1cc(C(=O)NCc2nnc(SCC(=O)Nc3nccs3)o2)cc(OC)c1OC	-1	-2	-8	-5	-7	5	9	-2.8	-3
O=C(NCc1ccco1)c1ccc2c(=O)n(-c3ccccc3)c(=O)n(Cc3cccc(F)c3)c2c1	-3	13	33	5	28	-5	3	1.7	-2
C#CCCOC(=O)N1C2=NC(C(=O)OC)=C(C(=O)OC)[C@@H]3N(Cc4ccccc4)c4ccccc4[C@]23C[C@H]1C(=O)OC	-3	10	12	10	-2	16	20	0.1	4
CCCC(=O)Nc1cc(-c2nn(C)c(=O)c3ccccc23)ccc1N1CCCCC1	-5	33	8	22	0	25	18	1.2	-1
Cc1n[nH]c(C)c1CCCCOc1ccccc1[N+](=O)[O-]	1	5	-17	-2	9	12	23	-2.1	-5
OCC[C@@H]1C[C@H](O)[C@@H](O)[C@]2(OCc3ccccc32)O1	4	-15	6	6	2	3	9	1.0	0
Cn1c(CN2CCCC2)nc2cc(NC(=O)c3cccs3)ccc21	1	-35	-13	29	0	22	20	1.3	1
COc1ccc(-c2cc(C(=O)NCc3ccco3)c3ccccc3n2)cc1OC	1	-12	1	17	-14	0	17	7.1	1
CC(CCc1ccccc1)OS(N)(=O)=O (configuration not stated)	-1	-22	-13	-1	-7	-25	-18	1.2	4
O=C(NCc1ccco1)c1ccc(Cn2c(=O)c3ccccc3n(Cc3cccc(Cl)c3)c2=O)cc1	-2	45	8	-30	10	-6	-15	3.6	1
O=C(Cc1ccc(Br)cc1)Nc1cccc(Cl)c1	-4	19	-26	-5	-6	20	15	3.2	1
Cc1ccc(Cl)c2c1NC(=O)C2(O)CC(=O)c1ccc(F)cc1 (configuration not stated)	-2	13	4	2	-12	14	15	-2.4	-2
O=CNc1ccc(S(=O)(=O)NCc2ccccc2)cc1	-3	-5	12	-2	-10	-5	6	-1.9	0
Cc1ccc(C)c(NC(=O)CCC(=O)N/N=C/c2ccc[nH]2)c1	-2	16	7	-6	-3	8	-6	-2.0	-1
COc1cc(C(=O)NCCSc2ccc(Cl)cc2)cc(OC)c1OC	-1	-6	8	20	5	23	31	-0.8	-2
CC(C)CCNC(=O)CN(C)S(=O)(=O)c1cccc2nsnc12	-3	5	-13	-5	-4	8	10	-2.8	1
CCc1ccccc1OCC(=O)Nc1nc(-c2cccnc2)cs1	-4	67*	17	7	51*	40	29	-1.4	-2
COc1ccc(C2c3ccc(O)cc3Oc3ncn(CCN4CCOCC4)c(=N)c32)cc1 (configuration not stated)	-2	32	-10	3	-2	-5	7	0.2	1
CCC(=O)NCCc1nc2cc(NC(=O)c3ccco3)ccc2n1C	0	-3	11	7	5	-17	8	3.4	1
O=C(NCCCN1CCOCC1)c1ccc2nc(Cc3ccccc3F)oc2c1	3	-13	-3	5	0	15	17	4.1	-3
Cc1ccc(S(=O)(=O)/N=C(\N)Nc2nc(C)c3cc(C)ccc3n2)cc1	-1	2	-4	16	1	23	31	3.1	-1
O=c1c2cc(NC(=S)NC3CCCC3)ccc2nc2n1CCCCC2	-2	-44	10	5	0	18	11	1.2	4
Cc1ccc2c(COC(=O)C3CSC4(C)CCC(=O)N34)cc(=O)oc2c1C (configuration not stated)	-1	4	-6	15	0	26	31	-1.4	-1
Cc1nn(C)cc1/C=N/NC(=O)Cn1nnc(N)n1	-2	29	-4	-20	4	-7	10	1.3	-2

Part of the list above, limited to tim10-1 inh.
mol	tim10-1 inh
COc1cc(C(=O)NCCSc2ccc(Cl)cc2)cc(OC)c1OC	23
CC(C)CCNC(=O)CN(C)S(=O)(=O)c1cccc2nsnc12	8
CCc1ccccc1OCC(=O)Nc1nc(-c2cccnc2)cs1	40
COc1ccc(C2c3ccc(O)cc3Oc3ncn(CCN4CCOCC4)c(=N)c32)cc1 (configuration not stated)	-5

Later entries.
smiles	APJ agonist	Mdm2 MdmX PPI	APJ antag	TIM10 inh	CXCR6 block	tim10-1 inh	tim23-1 inh	CHOP UPR activ	UPR XBP1 act
CC1CN(C(=O)COC(=O)CSc2ccc(C(N)=O)cc2[N+](=O)[O-])CC(C)O1 (configuration not stated)	-6	12	0	5	-1	3	-6	-1.4	-2
CCOC(=O)CNC(=O)Cn1cnc2sc(C)c(S(=O)(=O)N3CCOCC3)c2c1=O	-3	19	14	4	-8	-2	-5	2.0	-1
CCc1ccc(S(=O)(=O)Nc2cc(SCC(=O)O)c(O)c3ccccc23)cc1	-1	20	-38	34	-14	24	40	2.3	4
O=C(Nc1ccc(Oc2ccccc2)cc1)N[C@@H](Cc1ccccc1)C(=O)O	-2	23	15	10	2	3	9	0.6	-6
CC(Nc1ccccc1)C(=O)Nc1ccc(F)cc1 (configuration not stated)	-2	20	-2	0	1	8	8	6.9	-4
Cc1nc(-c2ccccc2)ccc1C(=O)O	-2	-5	-10	1	-3	-5	15	-0.5	-2
COc1cc(C)ccc1OCc1cc(C(=O)NCc2ccncc2)no1	-8	-51	-2	8	5	7	11	2.9	3
COCCN(CCOC)c1ncnc2c1cnn2-c1ccccc1	-2	-6	1	0	1	0	4	4.9	2
Cc1cccc(N2CC(C)Cn3c2nc2c3c(=O)n(CC(=O)OCc3ccccc3)c(=O)n2C)c1 (configuration not stated)	-1	17	-16	-7	13	-26	-14	-0.1	0
Cc1ccccc1-c1nc(S(=O)(=O)c2ccc(Cl)cc2)c(NCCN2CCOCC2)o1	-1	-9	-20	26	12	36	33	-0.3	-2

The list is partial; rates above refer to the full screens.
